p53 reactivator = re-activators of mutant p53 | H1299 p53-A138V BP100-luciferase reporter, luminescence, 24 h | Potency, µM (doses to about 92.2 µM), without a hit: at the highest dose activity change, positive = activation, most hits filed as activators | 320,000 tested, 0.063% active | AID 504706; note: potency is the fitted concentration of half-maximal effect; % of control where 0% means no effect; nearly all actives have a fitted effect of over 45% in size
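H1299 (p53-null), stable ts p53-A138V + BP100-Luc; 1000 cells/well, Opti-MEM/10% FBS; cpd 4 pt, 1:5; 24 h, 37 deg C, 5% CO2; detection reagent 10 min RT; luminescence.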
ELG1 genotoxic = inducers of genotoxicity in HEK293T ELG1-luciferase cells; HEK293T ELG1-luciferase reporter, luminescence, 16 h; Potency, µM (doses to about 46 µM), for inactives: top-dose activity change, positive = activation, most hits filed as activators; 330,000 tested, 1.3% active; note: potency is the fitted concentration of half-maximal effect; % of control where 0% means no effect; nearly all actives have a fitted effect of over 60% in size
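ELG1-luciferase HEK293T cells, 2,000/well; compound pinned in; 16 hr, 37 °C, 5% CO2; ONE-Glo, 30 min RT; luminescence on CCD imager.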
FLuc counter = inhibits or activates purified firefly luciferase, miR-21 counter-screen. 360,000 tested, 6.9% active. Potency, µM (doses to about 57.5 µM), without a hit: top-dose activity change, negative = inhibition, actives largely listed as inhibitors. purified FLuc, Km substrates, luminescence inhibition. P08659. AID 588342;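 note: potency is the fitted concentration of half-maximal effect; plate controls were vehicle for no effect and reference inhibitor for full effect; nearly all actives have a fitted effect of over 55% in size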
Target sequence (P08659 whole entry, looked up): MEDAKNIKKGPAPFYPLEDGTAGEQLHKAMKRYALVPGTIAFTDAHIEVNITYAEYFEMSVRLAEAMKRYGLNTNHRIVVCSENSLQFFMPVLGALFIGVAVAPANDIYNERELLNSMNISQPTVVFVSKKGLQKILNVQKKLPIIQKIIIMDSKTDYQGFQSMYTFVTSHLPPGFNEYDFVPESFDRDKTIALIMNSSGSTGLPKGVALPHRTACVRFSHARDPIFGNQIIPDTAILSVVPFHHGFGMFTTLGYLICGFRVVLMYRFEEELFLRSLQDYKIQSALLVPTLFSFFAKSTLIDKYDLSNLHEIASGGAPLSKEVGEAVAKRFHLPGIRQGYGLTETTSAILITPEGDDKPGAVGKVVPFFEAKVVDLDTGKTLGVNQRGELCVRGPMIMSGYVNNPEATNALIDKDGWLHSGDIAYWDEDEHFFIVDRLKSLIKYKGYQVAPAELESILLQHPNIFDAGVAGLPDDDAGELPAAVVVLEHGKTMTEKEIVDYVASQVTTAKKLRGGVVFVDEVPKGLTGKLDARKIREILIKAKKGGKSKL
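Biochemical qHTS of compounds, final roughly 60 µM downward over six points, against 10 nM purified firefly luciferase using Km concentrations of substrates (10 uM D-luciferin, 10 uM ATP) in Tris acetate pH 7.5 buffer; luminescence output.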
RORg inh = inhibitors of mouse ROR gamma transcriptional activity | Drosophila S2 Gal4-RORgamma UAS-luciferase reporter, 20 h | Potency, µM (titrated, usually from 53.6 µM), without a hit: at the top dose activity change, negative = inhibition, usual class: inhibitors | 310,000 tested, 5.4% active; note: potency is the fitted concentration of half-maximal effect; % is set by controls: 0 for no effect and ±100 for the full control effect; nearly all actives have a fitted effect of over 60% in size
Target sequence (P51450 whole entry, looked up, the tested form may be a part): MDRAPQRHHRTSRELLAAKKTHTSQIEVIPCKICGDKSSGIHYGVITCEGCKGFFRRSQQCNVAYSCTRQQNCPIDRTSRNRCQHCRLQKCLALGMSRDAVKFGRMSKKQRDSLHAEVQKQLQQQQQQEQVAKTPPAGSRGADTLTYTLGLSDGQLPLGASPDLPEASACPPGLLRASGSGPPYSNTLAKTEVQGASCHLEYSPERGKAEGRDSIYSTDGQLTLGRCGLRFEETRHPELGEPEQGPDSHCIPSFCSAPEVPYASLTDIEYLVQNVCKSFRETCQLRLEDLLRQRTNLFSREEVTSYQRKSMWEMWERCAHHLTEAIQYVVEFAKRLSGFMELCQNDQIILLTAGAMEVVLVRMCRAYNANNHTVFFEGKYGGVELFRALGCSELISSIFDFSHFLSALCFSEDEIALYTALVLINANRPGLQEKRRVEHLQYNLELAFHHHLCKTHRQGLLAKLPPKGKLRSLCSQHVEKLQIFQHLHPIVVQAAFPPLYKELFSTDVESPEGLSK
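Stably transfected Drosophila Schneider cells are the test system, with ROR gamma fused to Gal4 and luciferase under UAS control; luminescence is read after 20 hr of 700 uM copper sulfate induction at ambient temperature.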
Rab9 prom act = activates the Rab9 promoter. AID 485297. 320,000 tested, 2.8% active. Huh7 Rab9 promoter-luciferase reporter, luminescence, 24 h. Potency, µM (top dose mostly 9.22 µM), for the others: top-dose activation, negative = inhibition, most hits filed as activators; note: potency is the fitted concentration of half-maximal effect; % of control where 0% means no effect; nearly all actives have a fitted effect of over 60% in size
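Luminescence from Amplite-detected luciferase (10 minutes, ambient) reports Rab9 promoter activation. Before that, stable Rab9-luciferase Huh7 cells (1500/well, reduced-serum OP-MEM I plus 10% FBS) were exposed to compound for 24 hours at 37C.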
VP16 counter = counter-screen for ROR gamma inhibitors: Gal4-VP16 reporter. AID 2546. Drosophila S2 Gal4-VP16 UAS-luciferase, luminescence, 20 h. 310,000 tested, 3.5% active. Potency, µM (titrated, usually from 53.6 µM), inactives show at the highest dose activity, negative = inhibition, actives largely listed as inhibitors;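 note: Gal4-VP16 expression switched on by copper sulfate through the metallothionein promoter; potency is the fitted concentration of half-maximal effect; % is set by controls: 0 for no effect and ±100 for the full control effect; nearly all actives have a fitted effect of over 50% in size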
Tb PFK inh = inhibitors of T. brucei phosphofructokinase | O15648 | T. brucei PFK, ADP-Glo luminescence | Potency, µM (doses to about 57.5 µM), for inactives: top-dose activity, negative = inhibition, most hits filed as inhibitors | 330,000 tested, 0.17% active;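 note: potency is the fitted concentration of half-maximal effect; 0% = uninhibited 1x PFK enzyme wells and -100% = no-enzyme wells; nearly all actives have a fitted effect of over 60% in size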
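In TEA buffer at pH 8.0 with 5 mM MgCl2, enzyme (1.25 nM) converted F6P (0.5 mM) and ATP (0.1 mM) for 45 min at room temperature. ADP product was read by luciferase luminescence.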
NPC1 prom act = NPC1 promoter activation; Potency, µM (top dose mostly 9.22 µM), for inactives: top-dose activation, hits mostly activators; Huh7 NPC1 promoter luciferase reporter, 24 h; 320,000 tested, 2.4% active;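 note: potency is the fitted concentration of half-maximal effect; % of control where 0% means no effect; nearly all actives have a fitted effect of over 60% in size; reporter is driven by a mutant NPC1 promoter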
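In 1536-well qHTS, Huh7 cells harboring an NPC1 promoter–luciferase construct received compound for 24 h; activation was quantified by luminescence following luciferase reagent addition.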
ELG1 DNA repair = inhibitors of ELG1-dependent DNA repair in HEK293T cells; Potency, µM (doses to about 46.1 µM), for the others: top-dose activity change, negative = inhibition, usual class: inhibitors; HEK293T ELG1-luciferase reporter, luminescence, 16 h; DNA damage induced by 5-fluorouridine; 330,000 tested, 2.3% active; AID 504467; note: potency is the fitted concentration of half-maximal effect; % is set by controls: 0 for no effect and ±100 for the full control effect; nearly all actives have a fitted effect of over 55% in size
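Overnight (16 hr) co-exposure of 2,000 cells/well to 5-fluorouridine and compound at 37 °C preceded detection. Luciferase was quantified via ONE-Glo luminescence; loss of signal denotes inhibition.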
TRPV1 ag = activates the human vanilloid receptor TRPV1. Q8NER1. TRPV1-expressing cells, Fluo-8 calcium influx, agonist mode. activation, % at 8.33 µM. 320,000 tested, 0.19% active; in the data active = activation above about 80%; inconclusive = between about 30% and that limit; note: 0% is about no effect
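TRPV1-expressing cells were cultured overnight at 35.5C and loaded with Fluo-8 calcium dye for 40 to 90 min at room temperature. After a 10 s baseline, compound was added and calcium influx was read kinetically for 3 min (ex 480/em 520 nm).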
BRCA1 expr up = increases BRCA1 expression | AID 624202 | Potency, µM (titrated, usually from 46.1 µM), without a hit: at the highest dose activation, hits mostly activators | MCF7-BRCA1-FFLuc reporter, luminescence, 48 h; response scale: scaled: vehicle 0%, 10 µM genistein 100% | 380,000 tested, 1.1% active; note: potency is the fitted concentration of half-maximal effect; nearly all actives have a fitted effect of over 80% in size; some results filed as inactive show a strong effect at the top dose
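Using MCF7 cells harboring a BRCA1 firefly luciferase reporter, plated 2 h before compound pinning, the screen measured luminescence after 48 h incubation. Responses were normalized to DMSO and 10 microM genistein, then fitted for concentration-effect.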
* = called active by the depositor; ? = inconclusive; . = no result given; [ ] = remark or other dose. Unless noted, calls come from the whole dose curve; as a rule, active = well fitted curve in the direction sought with a large enough effect; inconclusive = small, poorly fitted or top-dose-only effect, or another doubt; inactive = no such curve, though single readings can be large; an effect the other way counts as inactive or inconclusive.

Codes: A = p53 reactivator; B = ELG1 genotoxic; C = FLuc counter; D = RORg inh; E = Rab9 prom act; F = VP16 counter; G = Tb PFK inh; H = NPC1 prom act; I = ELG1 DNA repair; J = TRPV1 ag; K = BRCA1 expr up
> Cc1noc(C)c1C(=O)OCC(=O)Nc1c(F)cccc1F
  A: 2%	B: 6%	C: -4%	D: ?	E: 0%	F: 24%	G: 2%	H: -6%	I: 8%	J: 2	K: -10%
> Cn1c(SCC(=O)c2c(N)n(C)c(=O)n(C)c2=O)nnc1-c1ccccc1F
  A: -3%	B: -15%	C: -14%	D: -2%	E: 9%	F: 1%	G: -2%	H: 1%	I: 13%	J: -2	K: -18%
> COc1ccc(-n2nc(C(N)=O)nc2-c2ccccc2)cc1
  A: 1%	B: 1%	C: -4%	D: -2%	E: -4%	F: -2%	G: -2%	H: 2%	I: -1%	J: -6	K: -2%
> CC1(C)Cc2nc(Cl)c(C(N)=O)cc2CO1
  A: 2%	B: -2%	C: 6%	D: 7%	E: 0%	F: -1%	G: 1%	H: 2%	I: 0%	J: 2	K: 0%
> Cc1ccc(-c2cc(C(F)(F)F)nc(SCC(=O)c3cccc([N+](=O)[O-])c3)n2)cc1
  A: 1%	B: -6%	C: -4%	D: -2%	E: -13%	F: -4%	G: -5%	H: -4%	I: 18µM*	J: 1	K: -51%
> Cc1ccc(NC(=O)c2cncc(Br)c2)nc1
  A: 30%	B: ?	C: ?	D: -27%	E: ?	F: -11%	G: -2%	H: 3.2µM*	I: ?	J: 7	K: ?
> O=C(O)CC(NC(=O)C(F)(F)F)c1ccc2c(c1)OCO2 (configuration not stated)
  A: -4%	B: 1%	C: 2%	D: 2%	E: -3%	F: -14%	G: 5%	H: -3%	I: 4%	J: 0	K: -2%
> Cc1nc2ccccc2c(=O)n1NS(C)(=O)=O
  A: 0%	B: -6%	C: 1%	D: 14%	E: 0%	F: 5%	G: -5%	H: -1%	I: 5%	J: 0	K: -1%
> CCOC(=O)C1C(=O)CC(C)(O)C(C(=O)OCC)C1c1ccco1 (configuration not stated)
  A: 2%	B: 1%	C: -1%	D: 0%	E: -2%	F: -4%	G: 8%	H: 0%	I: 7%	J: 0	K: 2%
> O=S(=O)(c1cccc(-c2n[nH]c(=S)n2Cc2ccccc2)c1)N1CCOCC1
  A: -3%	B: -1%	C: 0%	D: -31%	E: -6%	F: 4%	G: -3%	H: -1%	I: -16%	J: -2	K: 13%
> NC(=O)C1CCN(C(=O)c2cc(-c3ccc(Cl)cc3)nc3ccccc23)CC1
  A: -7%	B: -6%	C: .	D: .	E: .	F: .	G: -4%	H: .	I: ?	J: .	K: -1%
> Cc1cc(C)c(S(C)(=O)=O)c(Oc2ccc(F)cc2)n1
  A: -1%	B: 0%	C: 6%	D: 19%	E: 3%	F: 4%	G: -6%	H: 2%	I: 0%	J: 1	K: -13%
> COc1cccc(N/N=C/c2cccc(Br)c2O)c1
  A: 19%	B: ?	C: 6.7µM*	D: ?	E: ?	F: -16%	G: -1%	H: ?	I: ?	J: 3	K: 5%
> Cc1ccccc1Cn1c(CN2CCN(C(=O)c3ccco3)CC2)nc2c1c(=O)n(C)c(=O)n2C
  A: -3%	B: -1%	C: -2%	D: 25%	E: -5%	F: -3%	G: 4%	H: -6%	I: ?	J: 0	K: -33%
> Cc1ccc(C)c(N2CC(=O)N(c3cc(C)ccc3C)CC2=O)c1
  A: -2%	B: 0%	C: -2%	D: -31%	E: -1%	F: 2%	G: -1%	H: 1%	I: 0%	J: -1	K: -2%

Reformatted: results already given.
O=S(=O)(c1cccc(-c2n[nH]c(=S)n2Cc2ccccc2)c1)N1CCOCC1
  p53 reactivator = -3%
  ELG1 genotoxic = -1%
  FLuc counter = 0%
  RORg inh = -31%
  Rab9 prom act = -6%
  VP16 counter = 4%
  Tb PFK inh = -3%
  NPC1 prom act = -1%
  ELG1 DNA repair = -16%
  TRPV1 ag = -2
  BRCA1 expr up = 13%
Cc1ccc(-c2cc(C(F)(F)F)nc(SCC(=O)c3cccc([N+](=O)[O-])c3)n2)cc1
  p53 reactivator = 1%
  ELG1 genotoxic = -6%
  FLuc counter = -4%
  RORg inh = -2%
  Rab9 prom act = -13%
  VP16 counter = -4%
  Tb PFK inh = -5%
  NPC1 prom act = -4%
  ELG1 DNA repair = 18µM*
  TRPV1 ag = 1
  BRCA1 expr up = -51%
Cc1nc2ccccc2c(=O)n1NS(C)(=O)=O
  p53 reactivator = 0%
  ELG1 genotoxic = -6%
  FLuc counter = 1%
  RORg inh = 14%
  Rab9 prom act = 0%
  VP16 counter = 5%
  Tb PFK inh = -5%
  NPC1 prom act = -1%
  ELG1 DNA repair = 5%
  TRPV1 ag = 0
  BRCA1 expr up = -1%

Additional records:
Codes: A = p53 reactivator; B = ELG1 genotoxic; C = FLuc counter; D = RORg inh; E = Rab9 prom act; F = VP16 counter; G = Tb PFK inh; H = NPC1 prom act; I = ELG1 DNA repair; J = TRPV1 ag; K = BRCA1 expr up
> O=C(CN1C(=O)c2ccccc2S1(=O)=O)Nc1cccc(S(=O)(=O)N2CCOCC2)c1
  A: 3%	B: -1%	C: .	D: .	E: .	F: .	G: 2%	H: .	I: -1%	J: .	K: -1%
> Cc1cc(C)n2nc(SCC(=O)Nc3ccc(S(=O)(=O)N(C)C)cc3)nc2n1
  A: -6%	B: 2%	C: -1%	D: .	E: -8%	F: .	G: -7%	H: -3%	I: 16%	J: -2	K: 5%
> CCC(=O)NC(c1cccc([N+](=O)[O-])c1)c1c(OC(C)=O)ccc2ccccc12 (configuration not stated)
  A: -11%	B: -6%	C: 2%	D: 51%	E: 2%	F: -11%	G: 18%	H: -2%	I: -24%	J: 1	K: -40%
> CC(=O)c1nc(N2C(=O)CC(Cc3cc(C)cc(C)c3)C2=O)sc1C (configuration not stated)
  A: -8%	B: 0%	C: 2%	D: 9%	E: -5%	F: 4%	G: 0%	H: 2%	I: 10%	J: 0	K: -3%
> Cc1cc(NC(=O)CSc2nnc(-c3ccccc3)n2C)no1
  A: -3%	B: -1%	C: 4%	D: 1%	E: -10%	F: -7%	G: 0%	H: 2%	I: 2%	J: 1	K: -3%
> C=CCNc1cc(C)oc(=O)c1C(=O)CC
  A: -5%	B: 3%	C: -3%	D: -3%	E: 0%	F: 0%	G: -1%	H: 0%	I: 0%	J: -3	K: -24%
> CCCN(C(=O)c1ccccc1N)c1c(C)n(C)n(-c2ccccc2)c1=O
  A: 9%	B: -1%	C: -1%	D: 2%	E: 0%	F: -2%	G: -1%	H: -6%	I: ?	J: -3	K: -38%
> NS(=O)(=O)c1ccc(O)c(N2C(=O)c3cccc4c(C(=O)c5ccccc5)ccc(c34)C2=O)c1
  A: -1%	B: 2%	C: ?	D: 12%	E: 1%	F: 1%	G: -2%	H: -1%	I: ?	J: 5	K: .
> Cc1ccccc1C(=O)Nc1ccnn1C1CCN(C(=O)c2ccoc2)CC1
  A: 1%	B: 0%	C: 3%	D: 5%	E: 3%	F: -2%	G: 1%	H: 2%	I: 2%	J: 0	K: 9%
> C(=N\Nc1ccc2ccccc2n1)/c1ccc2c(c1)OCCO2
  A: -10%	B: ?	C: 0.067µM*	D: 2.5µM*	E: -20%	F: 2µM*	G: -1%	H: -23%	I: ?	J: -1	K: -87%
> COc1ccc(N2CCN(CC(O)COc3cc(C)ccc3C)CC2)cc1 (configuration not stated)
  A: 0%	B: -8%	C: -2%	D: -20%	E: -6%	F: -2%	G: 1%	H: -6%	I: 0%	J: -3	K: -31%
> COc1cccc(OCCn2cc(C(=O)c3ccco3)c3ccccc32)c1
  A: -3%	B: -13%	C: -19%	D: -8%	E: 0%	F: -10%	G: -8%	H: 8%	I: ?	J: 3	K: -2%
> O=C(NCC1CCCO1)c1ccc(CS(=O)(=O)c2c(Cl)cccc2Cl)o1 (configuration not stated)
  A: 3%	B: 7%	C: -1%	D: -2%	E: 1%	F: 3%	G: 1%	H: 0%	I: 12%	J: 4	K: -3%
> O=C(O)c1ccc(-n2cccc2/C=C2/NC(=O)N(c3ccccc3)C2=O)cc1
  A: 5%	B: -3%	C: -18%	D: 12%	E: 1%	F: 7%	G: ?	H: -6%	I: -2%	J: 0	K: 18%
> O=[N+]([O-])c1ccc(S(=O)(=O)NCC2CCCO2)cc1 (configuration not stated)
  A: -1%	B: -1%	C: 5%	D: -6%[10 µM]	E: 3%	F: 8%	G: -1%	H: -2%	I: 9%	J: 0	K: -8%
> CNc1oc(-c2ccccc2)nc1C#N
  A: 5%	B: ?	C: -10%	D: 33%	E: 4%	F: 17%	G: -1%	H: 3%	I: ?	J: 6	K: 15%
> CCOc1ccc(CN2CCN(Cc3cccn3-c3nccs3)CC2CCO)cc1 (configuration not stated)
  A: 7%	B: 0%	C: 7%	D: -9%	E: 2%	F: 5%	G: 0%	H: -6%	I: 7%	J: -2	K: 3%
